# inhibitors of VEEV: inhibitors of VEEV TC-83 cytopathic effect, confirmation, Vero cells (AID 588727); inhibition, % at 20 µM, or IC50 in µM where a hit was titrated; actives 0.13% (n = 350,000); Vero cells, VEEV TC-83 cytopathic effect inhibition; higher % means a stronger effect; in the data active means a potency from the dose series; inconclusive means inhibition mostly from about 14% at the one dose, without a potency; inactive means the rest, 99 in 100 with inhibition below about 12%; further: strong numbers were not always called active
# M. tuberculosis: growth inhibition of non-replicating M. tuberculosis (AID 488890). Mycobacterium tuberculosis non-replicating, growth inhibition; higher % means a stronger effect. inhibition, % at 25 µM; hits with a dose series show IC50 in µM. actives 0.39% (n = 320,000); in the data active means a potency from the dose series; inconclusive means inhibition mostly from about 82% at the one dose, without a potency; inactive means the rest, 99 in 100 with inhibition below about 76%;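 further: plate controls were DMSO cells for no effect and high antibiotic wells for full effect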
# influenza NS1A: H1N1 influenza NS1A inhibitors, functional cell based assay (AID 504329) | actives 0.3% (n = 340,000) | NS1A functional cell-based assay, percent inhibition; higher % means a stronger effect | inhibition, % at 12.5 µM, or IC50 in µM where a hit was titrated; in the data active means a potency from the dose series; inconclusive means inhibition above about 27% without an active follow-up result; further: strong numbers were not always called active
# H37Rv inhibition: M. tuberculosis growth inhibition, HTS (AID 449762). M. tuberculosis H37Rv growth inhibition, 7H9 media; higher % means a stronger effect. actives 0.59% (n = 330,000). inhibition, % at 25 µM, or IC50 in µM where a hit was titrated; in the data active means a potency from the dose series; inconclusive means inhibition above about 70% without an active follow-up result;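 further: bacterial growth assessed after seven days of incubation; strong numbers were not always called active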
# PhoP GFP inhibition: PhoP regulon inhibitors, Salmonella typhi PhoP promoter GFP reporter, confirmatory (AID 1850); Salmonella Typhi PhoP-promoter GFP reporter, fluorescence, 4 h; higher % means a stronger effect; one-dose inhibition, % at 50 µM; IC50 in µM for titrated hits; actives 0.33% (n = 310,000); in the data active means a potency from the dose series; inconclusive means inhibition mostly from about 25% at the one dose, without a potency; inactive means the rest, 99 in 100 with inhibition below about 19%;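 further: 0% = induced wells with vehicle and 100% = uninduced wells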
# An asterisk follows results filed as active; i = inactive; ? = inconclusive; nt = no result given. Rows were taken by chance; any-hit rate near 1.5%.
SMILES,inhibitors of VEEV,M. tuberculosis,influenza NS1A,H37Rv inhibition,PhoP GFP inhibition
CC(C)CN1CCN(Cc2ccc(Oc3ncccn3)cc2)CC1CCO (stereo unspecified),0.3%,1%,0%,10%,-6%
COc1ccccc1C(=O)Nc1cccc(SC)c1,5.9%,12%,-8%,3%,-11%
Cc1cc(-c2sccc2Br)nc(-n2cccc2)n1,i,nt,1%,nt,nt
C=CCNC(=S)N1CCC(C(=O)c2ccc(OC)cc2)CC1,1.2%,-8%,-7%,-5%,-2%
CCc1nnc(N/N=C\c2ccc(OC(C)=O)c(OC)c2)n1N,0.4%,32%,-5%,-1%,2%
Cn1nnnc1SCC(=O)Nc1nc(-c2ccccc2)c(-c2ccccc2)o1,i,73%,-3%,?,-1%
CC(C)CNC(=O)C(=O)NCC1OCCCN1S(=O)(=O)c1cccs1 (stereo unspecified),1.4%,-1%,17%,0%,-3%
CCOC(=O)c1c(C)n(-c2ccccc2)c2ccc(O)c(CN(C)C)c12,0.9%,32%,5%,28%,7%
N#CC(C#N)=C1C=C2C=C(N3CCCCC3)CCC2CC1 (stereo unspecified),nt,0%,nt,2%,-285%
C/C(=N/NC(=O)c1ccc(Br)s1)c1cccnc1,7.7%,42%,22%,-8%,4%
O=C(Cn1cnc2ccccc21)N/N=C/c1cccc([N+](=O)[O-])c1,0.6%,-6%,-1%,1%,8%
COc1ccc(C(=O)O)cc1S(=O)(=O)N(C)CCc1ccccn1,i,-18%,14%,1%,14%
CCC(C)NC(=O)c1nn(Cc2ccccc2)c(=O)c2ccccc12 (stereo unspecified),1.0%,2%,6%,1%,7%
COC(=O)c1cc(OC)c(OC)c(OC)c1N,0.8%,0%,11%,-2%,12%
O=C(Nc1ccccc1)Oc1ccccc1N1CCOCC1,0.8%,4%,1%,0%,0%
Cc1nnc(SCc2cccc3ccccc23)s1,2.1%,12%,-3%,8%,3%
Cn1c(SCC(=O)N2CCCC2)nnc1-c1cnccn1,0.9%,-8%,-5%,3%,2%
COc1ccc(N2CCN(C(=O)COc3ccc4c(C)cc(=O)oc4c3C)CC2)cc1,4.8%,-10%,6%,-7%,2%
COc1ccc(C(CNC(=O)c2ccc(-n3cnnn3)cc2)N2CCOCC2)cc1 (stereo unspecified),0.9%,-12%,-2%,-4%,-6%
CSCCC(NC(=O)c1ccccc1Br)C(=O)NNC(=O)C1COc2ccccc2O1 (stereo unspecified),0.1%,nt,-8%,nt,nt
Cc1ccc(C)c(N2CCN(C(=O)Cc3cn(C)c4ccccc34)CC2)c1,6.2%,21%,10%,-5%,5%
CC(=O)c1cccc(NC(=O)CN2C(=O)C(=O)N(Cc3ccco3)C2=O)c1,1.2%,3%,-6%,-2%,nt
CSc1ncc(/C=C2/C(=O)NC(=O)N(c3ccc(C(C)C)cc3)C2=O)cn1,i,-7%,7%,-5%,3%
CNC(=S)Nc1ccc(OC)c(OC)c1,1.7%,-12%,11%,-12%,-4%
O=C(O)CCC(=O)OCCc1cc2ccccc2c(=O)o1,i,-3%,-5%,-2%,nt
O=C(CSc1nnc(C2COc3ccccc3O2)o1)N1CCOCC1 (stereo unspecified),i,?,-2%,-6%,4%
COc1ccc(OCc2nnc(SCC(=O)Nc3cccc(C(C)=O)c3)o2)cc1,0.2%,8%,0%,-2%,nt
Cc1cc(C)nc(/N=C(\N)Nc2ccc(F)c([N+](=O)[O-])c2)n1,i,14%,2%,4%,-12%
COc1cccc(OC)c1NC(=O)CN(C)S(=O)(=O)c1ccc2c(c1)OCCO2,0.2%,-3%,-8%,6%,9%
COc1ccc(NC(=O)[C@H](C)NC(=O)C2CCN(S(=O)(=O)c3ccc(C)cc3)CC2)cc1OC,i,-3%,2%,5%,-23%
Cc1cc(C)c(NC2=CC(=O)CC(C)(C)C2)c(C#N)c1,1.4%,3%,-5%,1%,-12%
NC(=O)c1ccc(SCC(=O)NC2CCCCC2)c([N+](=O)[O-])c1,i,5%,-10%,-3%,-9%
O=C(COc1cc(F)ccc1[N+](=O)[O-])Nc1cccc(S(=O)(=O)NC2=NCCC2)c1,i,nt,-10%,0%,nt
CCCOc1ccc(-c2cn3ccccc3n2)cc1,i,18%,-6%,3%,29%
Cc1sc2nc(SCCO)n(-c3ccccc3)c(=O)c2c1C,1.2%,-5%,2%,5%,8%
Cc1cc(C)nc(SCC(=O)N/N=C\C(Br)=C\c2ccccc2)n1,0.1%,6%,13%,5%,-4%
CCOC(=O)C1=C(N)c2ccccc2CC1C1CCCC1 (stereo unspecified),i,9%,-2%,-3%,0%
O=C(O)/C=C/c1cccnc1,0.5%,63%,12%,2%,-1%
O=C(COc1ccc(Br)cc1)NCCO,0.8%,-21%,2%,0%,-7%
CCCCC(=O)Nc1ccc(NCc2ccc(C)s2)cc1,3.1%,2%,7%,-10%,-1%

# Record cards, from the list above.
# O=C(COc1ccc(Br)cc1)NCCO is listed with inhibitors of VEEV = 0.8%; M. tuberculosis = -21%; influenza NS1A = 2%; H37Rv inhibition = 0%; PhoP GFP inhibition = -7%
# CCOC(=O)C1=C(N)c2ccccc2CC1C1CCCC1 (stereo unspecified) is listed with inhibitors of VEEV = i; M. tuberculosis = 9%; influenza NS1A = -2%; H37Rv inhibition = -3%; PhoP GFP inhibition = 0%
# CSc1ncc(/C=C2/C(=O)NC(=O)N(c3ccc(C(C)C)cc3)C2=O)cn1 is listed with inhibitors of VEEV = i; M. tuberculosis = -7%; influenza NS1A = 7%; H37Rv inhibition = -5%; PhoP GFP inhibition = 3%

# (further entries)
SMILES,inhibitors of VEEV,M. tuberculosis,influenza NS1A,H37Rv inhibition,PhoP GFP inhibition
C#Cc1ccc([C@@H]2C=C(C(=O)O)O[C@H](OCCCCO)C2)cc1,i,32%,-12%,-3%,-1%
CCCCN1CC(=O)N2[C@H]3c4cc(Cl)ccc4OC[C@@H]3[C@H](c3ccccc3)[C@]2(C)C1=O,5.8%,26%,-13%,6%,nt
COc1ccc(S(=O)(=O)Nc2ccccc2C(=O)N2CCCC2)cc1C,0.6%,8%,3%,-4%,0%
Cc1ccc(CNC(=O)c2ccccc2N)cc1,0.4%,-2%,-5%,4%,-11%
COc1ccc(Cl)cc1S(=O)(=O)N1CCN(C)CC1,i,1%,1%,1%,8%
COc1cc(/C=C/C(=O)O)cc(S(=O)(=O)Nc2cccc(S(=O)(=O)N3CCOCC3)c2)c1OC,3.0%,-4%,9%,0%,-2%
Cc1csc(C(=O)NCC(=O)NNC(=O)c2cccc(Cl)c2)c1,1.3%,-27%,-8%,1%,2%
CCC(C(=O)NCCCc1ccccc1)c1ccccc1 (stereo unspecified),0.5%,19%,-4%,0%,-22%
O=C(N/N=C/c1cccn1-c1ccccc1)c1ccncc1,0.5%,52%,10%,?,-7%
O=C(NCCc1csc(-c2cccnc2)n1)c1ccccc1Br,31%,5%,-1%,0%,1%
O=C(CN1CCN(c2ccccc2F)CC1)N1CCc2ccccc21,0.5%,12%,-6%,0%,-14%
O=C1C2CCCN2C(c2ccccc2)N1c1ccc(Cl)cc1 (stereo unspecified),>25µM*,-2%,1%,2%,3%
CCCOC(=S)N/C(=N\S(=O)(=O)c1ccccc1)c1ccccc1,5.8%,74%,-2%,57%,-7%
COc1ccc(-c2noc(CCC(=O)Nc3cc(Cl)c(OC)cc3OC)n2)cc1,2.6%,53%,6%,-2%,4%
NNC(=O)c1sc(-c2ccc(Cl)cc2)cc1N,10%,0%,-5%,4%,2%
CC(=O)/C(N=Nc1cc2c(c([N+](=O)[O-])c1C)C(C)(C)CC2(C)C)=C(\C)O,5.7%,0%,nt,5%,-1%
O=C(OCC(=O)N(Cc1ccccc1)C1CCS(=O)(=O)C1)c1cc2c(s1)CCCC2 (stereo unspecified),2.5%,20%,6%,-8%,-11%
CC(C)Oc1ccc(C(=O)NC2CCCCC2)cc1,0.3%,1%,-4%,-3%,-11%
Cn1c(N)c(C(=O)COC(=O)c2ccc(Cl)c(S(=O)(=O)N3CCCC3)c2)c(=O)n(C)c1=O,1.1%,11%,7%,-2%,13%
CC(C)Cc1ccc(CN2CCCC(NC(=O)c3ccoc3)C2)cc1 (stereo unspecified),0.9%,55%,-1%,9%,-3%
CCOC(=O)C1=C(C)NC(=O)NC1/C(C)=C/c1ccccc1 (stereo unspecified),i,3%,9%,-2%,-8%
C=CCN(CC=C)Cc1cc(=O)n2c(-c3ccccc3)csc2n1,1.9%,31%,12%,2%,8%
O=C(O)c1cc(-c2cccc3ccccc23)nc2ccccc12,1.9%,-4%,-2%,3%,5%
COc1ccc(C)cc1Nc1n[n+](-c2ccccc2)c(-c2cccc(Cl)c2Cl)s1,0.6%,76%,-6%,60%,6%
COc1ccc(-n2cc(C(=O)c3cc(Cl)ccc3O)cc(C#N)c2=O)cc1,2.8%,-2%,-6%,20%,-1%
C/C(=N/Nc1ccnc2cc(Cl)ccc12)c1ccc(N)cc1,3.7%,i,15%,-3%,30µM*
O=C(NCCc1ccc(Cl)cc1)C12CC3CC(CC(O)(C3)C1)C2,2.7%,3%,-10%,5%,-4%
O=C(Nc1cccc(Cl)c1)C1CCCN(C2=NS(=O)(=O)c3ccccc32)C1 (stereo unspecified),7.9%,nt,-1%,nt,nt
C[N+](C)(C)CCOP(=O)(O)OP(=O)([O-])OC[C@H]1O[C@@H](n2ccc(N)nc2=O)[C@H](O)[C@@H]1O,0.6%,2%,-5%,-2%,-8%
O=C(CN1C(=O)COc2ccccc21)NC1CCCC1,i,-7%,10%,5%,-6%
O=C(Cn1cc(-c2nnnn2-c2ccc(Cl)cc2)c(=O)c2ccccc21)c1ccccc1,6.8%,-14%,-9%,5%,-6%
CCOC(=O)c1c(S(=O)(=O)Nc2ccccc2OCC)c(C)n(C)c1C,0.4%,-5%,-4%,4%,6%
COc1ccc(NC(=O)C(NS(=O)(=O)c2cccs2)C(C)C)cc1Cl (stereo unspecified),0.2%,-2%,4%,-5%,4%
CC(=O)c1c(C)nc(Nc2nc3ccccc3s2)nc1C,1.2%,-7%,nt,1%,0%
CCOC(=O)C1=C(C)NC(c2cccs2)C(=O)N1 (stereo unspecified),1.0%,-2%,5%,3%,-7%
Cc1cc(C)cc(NC(=S)NCCN2CCOCC2)c1,0.5%,-18%,2%,-2%,-1%
CCOc1ccccc1N1CCN(C(=S)NCc2ccco2)CC1,1.6%,-5%,21%,3%,-6%
C/C(N)=C(/C#N)C(=O)COC(=O)CNS(=O)(=O)c1ccc2ccccc2c1,0.6%,-7%,-32%,-4%,2%
COc1ccc(-c2nn(-c3ccccc3)cc2CNCCN2CCOC2=O)c(F)c1,0.5%,11%,9%,32%,4%
CN(c1ccc(OCC(=O)Nc2ccccc2C(=O)O)cc1)S(=O)(=O)c1ccc(Cl)cc1,20µM*,15%,-7%,-3%,nt

# Three entries drawn at random from those above, as already listed:
SMILES,inhibitors of VEEV,M. tuberculosis,influenza NS1A,H37Rv inhibition,PhoP GFP inhibition
COc1ccc(-n2cc(C(=O)c3cc(Cl)ccc3O)cc(C#N)c2=O)cc1,2.8%,-2%,-6%,20%,-1%
COc1ccc(NC(=O)C(NS(=O)(=O)c2cccs2)C(C)C)cc1Cl (stereo unspecified),0.2%,-2%,4%,-5%,4%
CC(=O)c1c(C)nc(Nc2nc3ccccc3s2)nc1C,1.2%,-7%,nt,1%,0%

# Next part:
SMILES,inhibitors of VEEV,M. tuberculosis,influenza NS1A,H37Rv inhibition,PhoP GFP inhibition
CCCNC(=O)NC(=O)COC(=O)c1ccc(S(=O)(=O)N(C)c2ccccc2OC)cc1,i,46%,0%,3%,7%
NC(=O)CC(O)c1cccc(Cl)c1 (stereo unspecified),0.5%,10%,1%,3%,-5%
COc1ccc(CC(NC(C)=O)C(=O)NC2CCN(C(=O)c3cccc(Cl)c3)CC2)cc1OC (stereo unspecified),0.5%,nt,4%,nt,nt
COc1ccc(Nc2nc(Cl)nc(N3CCN(c4ccc(OC)cc4)CC3)n2)cc1,nt,19%,nt,-5%,4%
CCN(C(=O)CSc1nnc(-c2cccs2)n1CC)C1CCS(=O)(=O)C1 (stereo unspecified),1.8%,-2%,2%,0%,9%
FC(F)(F)c1cc(-c2cccs2)nc2nc(N3CCOCC3)sc12,i,0%,9%,-1%,-9%
CCCCOC(=O)C1=C(C)Nc2ncnn2C1c1cccc(OC)c1OC (stereo unspecified),0.8%,11%,-5%,-2%,2%
COc1ccc(CCNC(=O)[C@H](C)N2C(=O)N3CCc4c([nH]c5ccccc45)[C@@]3(C)C2=O)cc1OC,2.5%,13%,0%,-6%,7%
Oc1cc2c(cc1O)[C@H]1c3ccccc3CN[C@@H]1CC2,nt,22%,nt,46%,13%
O=c1c2cnn(-c3ccccc3)c2ncn1Cc1ccco1,2.1%,13%,-5%,-6%,-2%
